# PKA-R2B activ – activators of PKA-R2B holoenzyme, primary screen, biochemical, fluorescence polarization, Cy5-IP20, human; cAMP-dependent protein kinase catalytic subunit beta (Homo sapiens) + cAMP-dependent …; PKA-R2B holoenzyme dissociation; R2B truncated from residue 108, S112A mutant; 0% DMSO only, 100% 113 µM cGMP; activation, % at 11.4 µM; 340,000 tested, 0.079% active; AID 504700, 2011;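 active = activation above a cutoff set at the mean over all compounds plus 3 SD, cut at about 18% in these data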;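 note: higher means more holoenzyme dissociation and a rise in polarization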
# Target sequence (P31323 whole entry, looked up, other chains not shown, the tested form may be a part): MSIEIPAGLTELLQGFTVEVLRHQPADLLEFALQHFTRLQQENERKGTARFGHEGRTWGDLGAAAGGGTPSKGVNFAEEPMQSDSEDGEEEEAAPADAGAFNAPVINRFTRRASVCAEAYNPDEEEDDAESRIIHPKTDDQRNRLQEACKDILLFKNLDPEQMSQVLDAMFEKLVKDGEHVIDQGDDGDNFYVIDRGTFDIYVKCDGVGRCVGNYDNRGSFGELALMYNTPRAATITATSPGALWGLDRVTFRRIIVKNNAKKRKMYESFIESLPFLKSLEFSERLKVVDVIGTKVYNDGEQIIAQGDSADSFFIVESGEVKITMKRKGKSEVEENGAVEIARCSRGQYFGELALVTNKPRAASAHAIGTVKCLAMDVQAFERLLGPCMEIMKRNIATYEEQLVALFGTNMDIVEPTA
# SUMO Mot1 rescue – yeast Mot1-301 growth rescue at high temperature, primary screen, SUMOylation pathway inhibitor project, S. cerevisiae, ATP luminescence, 38.5C; S. cerevisiae Mot1-301 growth rescue; percent above DMSO median, 100 means doubled; growth rescue, % at 18.8 µM; 320,000 tested, 1% active;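 active = every valid replicate shows activation above 250% relative to neutral control wells; inactive = the rest, any valid replicate at or below 250%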;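 note: OY570 slx delta 5 strain wells were the positive control but not used for scaling; some compounds called inactive have numbers as strong as hits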
# MOR-DOR ag – agonists of OPRM1-OPRD1 heterodimerization, primary screen, cell-based, luminescence; activation, % at 9.3 µM; 340,000 tested, 0.3% active; Mu-type opioid receptor (Homo sapiens) + Delta-type opioid receptor (Homo sapiens), …; AID 504326, 2011; cells; in the data active = activation above about 18%;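 note: 0% = vehicle-treated cells and 100% = reference agonist; values of inactives mirror those of a sister screen read the other way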
# E coli growth – E. coli V3065 growth inhibition, primary screen, counter-screen for AddAB inhibitor project, absorbance, OD600; 18 h; inhibition, % at 11.9 µM; 330,000 tested, 0.27% active;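 active = inhibition above the campaign's mean inhibition across all tested compounds plus 3 SD, cut at about 9.9% in these data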;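 note: uninfected addAB+ strain grown without phage in ampicillin broth; 0% = DMSO wells and 100% = ciprofloxacin 0.95 µg/ml wells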
# OPRM1-OPRD1 inv – inverse agonists of MOR-DOR heterodimerization, primary screen, cell-based, luminescence | Mu-type opioid receptor (Homo sapiens) + Delta-type opioid receptor (Homo sapiens), … | inhibition, % at 9.3 µM | cell-based MOR-DOR heterodimer luminescence, inverse agonism | 340,000 tested, 0.21% active; in the data active = inhibition above about 22%, passing the limit was not always enough;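 note: 0% = cells with DMSO and 100% = wells without cells with DMSO; values of inactives mirror those of a sister screen read the other way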
# PKA-R1A activ – activators of PKA-R1A holoenzyme, primary screen, biochemical, fluorescence polarization, Cy5-IP20, bovine R1A, mouse PKAc; cAMP-dependent protein kinase type I-alpha regulatory subunit (Bos taurus) + …; PKA-R1A dissociation; scaled: DMSO 0%, 113 µM cGMP 100%; activation, % at 11.4 µM; 340,000 tested, 0.083% active;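 active = percent activation above the mean of all tested compounds plus 3 SD, cut at about 19% in these data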;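 note: higher means more PKAc released from R1A so a rise in polarization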
# AddAB inh – growth inhibition of E. coli expressing H. pylori AddAB, primary screen, AddAB inhibitor project, absorbance. inhibition, % at 11.9 µM. 330,000 tested, 0.29% active; in the data active = inhibition above about 12%;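 note: 0% = vehicle wells of infected cells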
# phage Ecoli inh – growth loss of phage-infected E. coli, primary screen, RecBCD inhibitor project, absorbance, with phage, HTS; inhibition, % at 11.9 µM; 360,000 tested, 0.26% active; in the data active = inhibition above about 11%
# PfHsp90 yeast 2 – growth inhibition of PfHsp90-expressing yeast, primary screen, antimalarial PfHsp90 inhibitor project, S. cerevisiae, BacTiter-Glo luminescence, single point, set 2; inhibition, % at 9.4 µM; 310,000 tested, 0.32% active; BacTiter-Glo ATP, 48 h; yeast lacking PDR1 and PDR3 efflux regulators;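 active = every replicate shows inhibition above about 80%, whatever the replicate mean, limit read from the data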;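 note: 0% = DMSO neutral controls and 100% = 20 µM radicicol positive controls; yeast relying on Plasmodium falciparum Hsp90 in place of its own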
# HTR5A inv ctr – HTR5A inverse agonists in luminescence cell assay, primary screen, counter-screen for OPRM1-OPRD1 heterodimer inverse agonist project, full-deck HTS | 340,000 tested, 0.083% active | AID 504634, 2011 | inhibition, % at 9.3 µM | 5-hydroxytryptamine receptor 5A (Homo sapiens), P47898 | HTR5A cell line, inverse agonism; in the data active = inhibition mostly above about 23%, no sharp cut-off; inactive = mostly below about 18%;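 note: 0% = cells with DMSO and 100% = no-cell wells with DMSO; some compounds called inactive have numbers as strong as hits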
# Target sequence (P47898 whole entry, looked up): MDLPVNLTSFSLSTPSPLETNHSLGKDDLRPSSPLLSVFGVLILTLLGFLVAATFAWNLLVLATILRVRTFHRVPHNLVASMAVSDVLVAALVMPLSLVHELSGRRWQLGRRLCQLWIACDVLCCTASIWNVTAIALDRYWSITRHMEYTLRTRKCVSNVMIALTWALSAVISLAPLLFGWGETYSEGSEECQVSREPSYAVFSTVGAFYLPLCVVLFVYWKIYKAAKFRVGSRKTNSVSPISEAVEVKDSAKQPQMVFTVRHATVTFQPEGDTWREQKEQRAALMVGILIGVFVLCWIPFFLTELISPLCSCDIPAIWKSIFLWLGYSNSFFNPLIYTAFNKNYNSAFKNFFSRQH
# Tat transport – E. coli Tat export inhibitors, primary screen, MC4100, TorA-mCherry reporter, fluorescence, single point | inhibition, % at 10 µM | 340,000 tested, 0.036% active | AID 488895, 2010;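 active = mean replicate inhibition at least 50% and at least half of replicates individually reaching 50%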;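 note: exported cargo escapes ClpAP degradation while cytoplasmic cargo is degraded and loses fluorescence; 0% = median of neutral control wells and 100% = median of NaSCN control wells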
# Active calls of the source: *; x = not tested or not shown.
SMILES,PKA-R2B activ,SUMO Mot1 rescue,MOR-DOR ag,E coli growth,OPRM1-OPRD1 inv,PKA-R1A activ,AddAB inh,phage Ecoli inh,PfHsp90 yeast 2,HTR5A inv ctr,Tat transport
COc1ccc(-c2cc(=Nc3ccc(C(=O)O)cc3)c3cc(C)ccc3o2)cc1,2.3,21.9,2.2,1.1,-10.7,-9.1,1.9,1.6,x,10.7,2.1
COc1ccc(CN2CCNC(=O)C2CC(=O)N(C)Cc2nccn2C)cc1OC (stereo not drawn),-0.9,19.8,-0.6,0.0,3.4,11.1,5.1,-0.3,x,8.2,1.8
Fc1cccc(NCCc2c[nH]c3ccccc23)n1,-4.6,29.1,4.5,0.3,-26.1,8.6,-0.7,2.7,29.0,11.7,-0.4
NC(=NC1CCCCC1)c1ccc(Cl)cc1,-1.2,440.7,-2.5,0.0,12.6,5.8,-0.8,1.9,-26.6,4.4,-8.6
CC[C@]12c3[nH]c4ccc(OC)cc4c3CCN1C(=O)C(CC(=O)NCCc1ccccn1)C[C@@H]2C(=O)N1CCN(C(=O)c2ccco2)CC1 (stereo partly drawn),4.5,x,-1.1,-2.3,5.4,4.9,1.2,2.5,-14.0,-0.3,-3.6
C=CC1=C2C=C(C3CC3)N(CCCN(CC)CC)C=C2C(=O)C(C)(OC(=O)c2ccco2)C1=O (stereo not drawn),-0.8,16.3,0.2,2.2,-0.9,6.2,4.2,0.8,x,-1.2,-11.8
COC(=O)Cn1c(=NC(=O)c2ccc(Cl)s2)sc2cc(C)ccc21,-15.8,-3.6,-1.9,-0.3,10.3,6.7,3.8,-0.1,-9.0,-2.3,-10.9
CCN(CC)CCn1c(N)nc2ccccc21,9.1,3.7,x,0.8,x,-2.5,2.0,2.6,-16.2,x,7.4
COc1ccc(NC(=O)CC2SC(N3CCCCC3)=NC2=O)cc1OC (stereo not drawn),16.5,-1.5,2.7,3.7,-11.6,7.7,2.4,2.0,x,10.5,1.4
COc1ccccc1Cn1nnc2c(=O)[nH]c(C3CCN(C(=O)c4ccccc4Cl)CC3)nc21,-11.6,-17.6,-3.2,1.4,15.8,3.6,2.9,-0.3,-0.8,21.3,5.5
COc1ccc(CC(=O)O/N=C(\N)c2ccccn2)cc1OC,-10.6,-18.5,-3.3,x,17.0,4.0,x,1.9,-15.0,8.3,-1.2
COC(=O)c1ccccc1NC(=O)NCc1c(C)nn(C)c1C,-2.6,-0.7,2.9,0.3,-13.0,1.1,0.9,1.2,10.6,-4.3,1.9
CCOC(=O)c1cc(NC(=O)Nc2ccc(Br)cc2)c(C)nc1C,-5.0,56.5,14.9,-0.2,-73.8,-4.8,2.0,5.3,-0.9,-7.4,-3.2
CC(=O)c1ccc(NC(=S)N(CCCN(C)C)Cc2ccccc2)cc1,4.3,68.7,-2.0,0.9,10.7,-8.1,-2.0,2.9,-85.0,-14.0,-12.4
CCN1C[C@@H]2[C@@H]3C(=O)N(C)C(=O)[C@@H]3[C@](C)(C1=O)N2C(=O)c1ccc(Cl)c(Cl)c1,1.8,x,-0.3,x,1.7,0.3,x,2.8,-3.1,-3.0,-1.6
CCC(=O)N(C)CCc1cc2c(c(OC)c1/C=N/Nc1ccc(C(=O)O)cc1)OCO2,-0.8,33.1,-2.6,1.0,13.7,7.2,0.1,2.0,32.7,-10.2,-7.4
O=c1[nH]c(-c2ccccn2)cc2ccccc12,-11.4,-5.7,-3.5,2.0,16.9,-14.0,2.1,1.3,-5.2,-36.0,2.2
CCC(C)NC(=O)Cn1cnc([N+](=O)[O-])c1 (stereo not drawn),-8.5,0.2,0.9,0.3,-6.4,-6.6,1.0,2.1,-3.4,-15.4,-3.7
CCN(Cc1cccs1)C(=O)c1cccc(S(=O)(=O)N2CCN(C)CC2)c1,-2.6,8.5,-0.8,-2.1,3.2,-9.2,-1.5,4.8,-41.2,13.5,2.8
O=C(NCc1ccccc1)c1cc2ccc(O)cc2oc1=O,3.8,228.4,-1.6,-0.4,8.1,2.4,1.5,3.8,8.0,-2.0,1.2
CCOc1ccc(NC(=O)C2=C(C)NC(=S)NC2c2ccc(O)c(OC)c2)cc1 (stereo not drawn),0.6,-7.1,-2.5,1.8,13.6,-9.4,0.0,3.1,14.4,0.6,3.7
CC(=O)Nc1ccc(S(=O)(=O)N[C@@H](C)C(=O)OCc2cc([N+](=O)[O-])cc3c2OCOC3)cc1,10.0,-3.1,-0.6,1.7,3.3,1.3,3.5,-1.3,7.8,5.7,-4.6
Cc1ccccc1CN1CCc2cc([N+](=O)[O-])ccc21,3.4,-10.3,4.0,0.3,-30.0,-8.9,4.6,-0.1,-76.3,-8.2,-1.5
CS(=O)(=O)c1ccc(-c2nnn(CC(=O)N3CCCCC3)n2)cc1,-1.0,17.8,-2.7,-0.6,13.5,-3.6,1.3,1.3,7.3,-3.2,-3.6
COC(=O)COc1ccc(C(=O)Cn2c(NCCCO)nc3ccccc32)cc1,2.0,-2.6,-2.3,-3.4,11.5,9.6,0.9,1.4,-21.2,3.4,2.0
# The list goes on:
SMILES,PKA-R2B activ,SUMO Mot1 rescue,MOR-DOR ag,E coli growth,OPRM1-OPRD1 inv,PKA-R1A activ,AddAB inh,phage Ecoli inh,PfHsp90 yeast 2,HTR5A inv ctr,Tat transport
CC(=O)/C(C#N)=C1\NC(=O)C(Cc2ccccc2)S1 (stereo not drawn),-19.0,-8.7,-1.2,-4.8,5.8,-2.4,0.4,-1.1,9.3,10.3,2.8
Cc1ccccc1C(=O)N1CCC(C(N)=O)CC1,-7.3,-11.3,-2.2,3.1,13.3,-5.0,4.3,1.1,-1.7,7.1,-0.1
O=C(/C=C/c1ccc(Cl)cc1)Nn1c(-c2cccs2)nc2ccccc2c1=O,-8.5,-3.6,1.0,1.8,-7.2,-0.1,4.3,3.7,x,5.4,-2.4
O=C(CNc1ccccc1)N/N=C/c1ccc([N+](=O)[O-])o1,-5.2,x,3.8,15.7*,-17.3,1.9,16.7*,11.6*,x,-13.6,2.9
Cc1ccc(C)c(NC(=O)c2cc(S(=O)(=O)N3CCCCC3)ccc2N2CCOCC2)c1,8.2,1.3,-1.9,1.2,10.0,7.6,0.5,1.6,8.7,5.5,2.0
Cc1nc2c(C)cccn2c1C(=O)N/N=C/c1ccccc1[N+](=O)[O-],3.3,74.9,0.9,2.0,-4.7,6.0,-0.6,1.6,8.3,-2.4,-3.3
COc1ccc(CCNC(=O)CS(=O)Cc2nc(-c3ccccc3F)oc2C)cc1OC (stereo not drawn),-0.5,-13.1,-2.6,-0.3,13.2,2.9,2.4,2.2,6.9,-10.9,-3.6
CCN1CCN(c2nn3c(=O)c4ccccc4nc3c3ccccc23)CC1,-6.6,2.5,-1.9,-1.3,7.9,3.5,2.7,0.6,19.2,9.6,-6.0
O=C(NCc1ccccc1F)C(=O)NCC1CCCN1S(=O)(=O)c1cccs1 (stereo not drawn),-0.7,114.6,-3.0,-2.5,15.8,-3.8,-0.1,2.9,x,-0.1,4.8
Cc1ccc(C(C)C)c(OCCNC(=O)c2cncc(Br)c2)c1,-7.5,425.4,2.7,-0.7,-15.3,-1.8,1.3,1.2,0.1,5.5,0.5
CCN(CC)CCNC(=O)c1ccc(NC(=O)c2ccc(C(=O)c3ccccc3)cc2)cc1,-2.2,-5.5,-3.9,-1.1,19.1,-7.0,2.6,5.2,14.4,7.0,-0.8
CC(=O)NS(=O)(=O)c1ccc(NC(=O)[C@@H]2CCCN2S(=O)(=O)c2ccc(Cl)cc2)cc1,3.8,2.1,-1.5,-0.3,5.8,16.1,-2.2,2.4,11.3,9.8,1.3
COc1cc(C)c(CN2CCC(n3nccc3NC(=O)C3CC3)CC2)cc1C,-0.4,-11.3,-1.0,-0.1,5.0,8.1,-1.3,-1.7,9.8,26.4,-3.1
Cc1nnc(SC(C)C(=O)Nc2ncc(Cl)cc2Cl)n1Cc1ccccc1 (stereo not drawn),3.5,-8.7,-2.5,1.6,14.2,-2.4,-1.4,0.5,-3.4,9.2,-6.0
Cc1cc(C)c(S(=O)(=O)NCc2csc(C)n2)c(C)c1,2.1,-15.8,-1.2,x,5.5,-0.2,x,5.2,10.7,-11.5,-0.6
CC(C)CCNc1nc(N)c([N+](=O)[O-])c(NC2CCCCC2)n1,-10.3,-21.6,-0.5,-0.5,2.6,-6.0,-1.1,1.4,30.0,-18.1,-5.5
O=C(CCNC(=O)c1ccc([N+](=O)[O-])cc1)NNC(=O)c1ccccc1F,2.1,-14.3,0.1,3.5,-0.6,4.5,2.9,0.1,4.0,-4.3,-0.1
C=CCn1c(=O)c2c(nc3n2CCN3c2cccc(Cl)c2C)n(C)c1=O,-3.2,8.1,x,-5.7,x,-5.1,-1.1,1.6,3.7,x,-4.5
O=C1CC(N2CCSCC2)C(=O)N1c1cccc(Cl)c1 (stereo not drawn),-17.8,-8.5,-3.1,-0.8,15.7,-7.6,3.1,3.2,15.3,-0.1,2.2
COc1ccc(S(=O)(=O)N(C)C[C@H]2Oc3ccc(NC(=O)Nc4ccc(C(F)(F)F)cc4)cc3C(=O)N([C@H](C)CO)C[C@@H]2C)cc1,-10.8,-21.6,-2.0,0.5,10.9,-10.5,0.2,4.8,-3.1,-0.1,-1.4
C/C(=N\NC(=O)c1ccc(NS(=O)(=O)c2cccs2)cc1)c1cccs1,-5.2,14.2,0.6,-0.6,-3.0,-7.3,-0.2,-0.1,2.4,5.6,0.4
Cc1cc(Nc2ccccc2Cl)n2nnnc2n1,7.9,6.0,-1.2,0.6,6.7,-3.2,-0.2,0.4,28.4,0.3,4.1
CC12CS(=O)(=O)CC1SC(=S)N2Cc1ccccc1 (stereo not drawn),-0.6,-1.0,1.1,2.1,-5.5,-2.9,4.0,4.4,-7.1,-7.5,2.9
COc1ccc(S(=O)(=O)NC2CC(=O)N(c3ccccc3)C2)cc1C (stereo not drawn),-6.5,-3.6,0.7,0.9,-4.7,-4.7,4.5,8.6,x,-16.1,20.0
